Screening results (PubChem BioAssay)
aGal spleen mod: inhibitors or activators of human alpha-galactosidase in spleen homogenate | Potency, µM (series often up to 80 µM), for the others: at the highest dose activity change, negative = inhibition, hits mostly inhibitors | P06280 | human spleen homogenate, 4MU-alpha-Gal fluorescence, 40 min | 0.008% of 240,000 active;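 also: potency is read from the fitted curve at half-maximal effect; 0% = enzyme with vehicle and -100% = no enzyme basal signal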
Target sequence (P06280 32-429 limits assumed): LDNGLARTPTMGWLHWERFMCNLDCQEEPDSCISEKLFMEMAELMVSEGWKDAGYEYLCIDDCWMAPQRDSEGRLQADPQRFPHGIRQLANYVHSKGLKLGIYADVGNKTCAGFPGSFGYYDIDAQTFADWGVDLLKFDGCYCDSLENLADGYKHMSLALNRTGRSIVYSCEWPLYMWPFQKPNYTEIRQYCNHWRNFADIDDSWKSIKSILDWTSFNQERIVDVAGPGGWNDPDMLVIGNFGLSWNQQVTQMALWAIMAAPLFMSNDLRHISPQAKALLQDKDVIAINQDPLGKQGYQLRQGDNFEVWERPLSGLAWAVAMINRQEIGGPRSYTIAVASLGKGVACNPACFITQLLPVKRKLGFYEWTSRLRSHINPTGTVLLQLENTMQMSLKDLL
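Human spleen homogenate (1 ug) was the enzyme source, with 4-methylumbelliferyl-alpha-D-galactopyranoside (1 mM final) in pH 5.0 citrate buffer with 0.01% Tween-20. Compounds were titrated; after 40 min at 37C, NaOH/glycine stop, 4-MU fluorescence read; AC50 from Hill fits.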
CBFb RUNX1 block: inhibitors of human CBF-beta and RUNX1 interaction; 230,000 tested, under 10 active; AlphaScreen CBFb-His/RUNX1-biotin binding, biochemical; Potency, µM (top dose mostly 59.8 µM), inactives show at the highest dose activity, negative = inhibition, usual class: inhibitors; Q01196+Q13951; AID 1477; also: % of control where 0% means no effect
Target sequence (Q01196 whole entry, looked up): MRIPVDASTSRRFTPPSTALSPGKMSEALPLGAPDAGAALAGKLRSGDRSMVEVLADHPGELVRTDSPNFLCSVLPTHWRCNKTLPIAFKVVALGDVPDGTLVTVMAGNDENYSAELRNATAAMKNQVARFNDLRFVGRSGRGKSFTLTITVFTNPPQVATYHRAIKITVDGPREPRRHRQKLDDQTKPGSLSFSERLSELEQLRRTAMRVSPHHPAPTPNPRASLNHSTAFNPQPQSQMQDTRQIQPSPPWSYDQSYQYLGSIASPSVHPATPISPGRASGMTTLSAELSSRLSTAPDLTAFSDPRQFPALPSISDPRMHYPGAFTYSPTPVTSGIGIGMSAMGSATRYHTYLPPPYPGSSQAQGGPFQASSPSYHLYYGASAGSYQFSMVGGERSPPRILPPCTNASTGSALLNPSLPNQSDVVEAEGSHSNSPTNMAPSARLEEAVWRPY
Target sequence (Q13951 whole entry, looked up): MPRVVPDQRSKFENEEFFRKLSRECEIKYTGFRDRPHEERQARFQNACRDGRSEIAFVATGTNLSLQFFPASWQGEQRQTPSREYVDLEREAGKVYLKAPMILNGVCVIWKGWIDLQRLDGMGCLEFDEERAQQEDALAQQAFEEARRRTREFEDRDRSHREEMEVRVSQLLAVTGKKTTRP
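His-tagged CBF-beta and biotinylated RUNX1 (30 nM each) were premixed 20 min at room temperature, exposed to compound for 15 min, then given nickel-chelate and streptavidin AlphaScreen beads (50 ng each). After 90 min, AlphaScreen signal was read.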
Lamin A splicing: LMNA splicing modulation. AID 1487. 0.01% of 200,000 active. Potency, µM (top dose mostly 46.1 µM), inactives show at the top dose ratio change, negative = inhibition, most hits filed as inhibitors. HeLa LMNA splicing GFP/RFP minigene ratio, 48 h; active = well fitted inhibition curve with a large enough effect in the signal ratio, with a control signal flat, not every such curve was filed as active; inconclusive = small, poorly fitted or top-dose-only effect, or effect the other way, or a change in a side signal; the % refers to the signal ratio; also: potency is read from the fitted curve at half-maximal effect; % is scaled to controls: 0 for no effect and ±100 for the full control effect
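S3 HeLa stable clones carrying a lamin A-EGFP splicing minigene plus DsRed2 were seeded at 600 cells/well in Opti-MEM with 2% FBS, pin-dosed and incubated 48 h at 37°C. Acumen cytometry (488 nm) gave the GFP/RFP total-intensity ratio.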
IMPase Li inh: IMPase inhibition in cells with lithium potentiation. CHO-M1 cells, IP1 TR-FRET (IP-One), carbachol + lithium. Potency, µM (highest dose often 59.4 µM), for the others: at the highest dose activity, negative = IMPase inhibition, usual class: inhibitors. 0.35% of 210,000 active;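 also: IP1 builds up when IMPase is blocked and the TR-FRET signal falls; potency is read from the fitted curve at half-maximal effect; plate controls were basal vehicle for no effect and high inhibitor control for full effect; nearly all actives have a fitted effect of over 50% in size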
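Test compounds were applied to CHO-M1 cells previously cultured for 16–30 h at 2000 per well. A small lithium amount accompanied them; after 30 min at 37C, IP1 was quantified by TR-FRET.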
Epigenetic derep: regulators of epigenetic silencing causing reporter derepression in mouse cells; murine LDR cells, GFP reporter derepression, 30 h; Potency, µM (doses to about 53.9 µM), for the others: at the top dose GFP activation, usual class: activators; 0.2% of 280,000 active; also: potency is read from the fitted curve at half-maximal effect; % of control where 0% means no effect; nearly all actives have a fitted effect of over 60% in size
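Derepression of a silenced CMV-GFP reporter in murine LDR cells is scored by enumerating GFP-positive cells with a laser-scanning microplate cytometer after 30 hours of treatment at 37 C.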
KinaseGlo FLuc: counter-screen: inhibitors of Kinase-Glo firefly luciferase; 0.28% of 200,000 active; AID 1379; Q27757; Potency, µM (titrated, usually from 38.3 µM), for the others: top-dose activity change, negative = inhibition, usual class: inhibitors; Kinase-Glo luciferase, ATP luminescence, 8 min; also: potency is read from the fitted curve at half-maximal effect; % is scaled to controls: 0 for no effect and ±100 for the full control effect; nearly all actives have a fitted effect of over 60% in size
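Kinase-Glo luciferase light output from ATP and luciferin was measured with 10 uM ATP, within the enzyme's linear range. Buffer: 50 mM imidazole pH 7.2, 50 mM KCl, 7 mM MgCl2, 0.01% Tween 20, 0.05% BSA; luminescence read after 8 min at ambient temperature.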
NPSR antag: antagonists of human neuropeptide S receptor cAMP signaling. 1% of 220,000 active. Q6W5P4. Potency, µM (highest dose often 38.3 µM), for the others: at the highest dose activity change, negative = inhibition, usual class: inhibitors. CHO-NPSR cells, cAMP TR-FRET, antagonist mode; also: potency is read from the fitted curve at half-maximal effect; % is scaled to controls: 0 for no effect and ±100 for the full control effect; nearly all actives have a fitted effect of over 50% in size; many of its hits are not listed in these tables
Active calls of the source: *; ? = inconclusive; nt = no result given; [ ] = remark or other dose. Unless noted, calls follow the shape of the dose curve; as a rule, active = well fitted curve in the direction sought with a large enough effect; inconclusive = small, poorly fitted or top-dose-only effect, or another doubt; inactive = no such curve, though single readings can be large; an effect the other way counts as inactive or inconclusive. These rows are one share of the data; rates above refer to the full screens.

Results follow in this order: aGal spleen mod	CBFb RUNX1 block	Lamin A splicing	IMPase Li inh	Epigenetic derep	KinaseGlo FLuc	NPSR antag
- OCC1(Cc2ccccc2)CCCN(Cc2cn[nH]c2-c2ccccc2)C1 (stereo not given)
    -6%	21%	?	10%	1.1%	-3%	-7%
- Oc1cc(Br)ccc1C=Nc1ccc(N2CCCCC2)cc1
    -8%	-11%	nt	nt	0.5%	nt	1%
- O=C(Nc1ccc(N2CCOCC2)c(Cl)c1)c1cc2ccccc2o1
    3%	7%	?	11%	2.3%	-5%	-29%[46.1 µM]
- CC(=O)NS(=O)(=O)c1ccc(NC(=S)NC(=O)Cc2ccccc2)cc1
    2%	-1%	nt	nt	-2.3%	nt	-7%
- O=C1/C(=C/c2ccccc2)SC(=S)N1C1CCS(=O)(=O)C1 (stereo not given)
    -4%	0%	nt	nt	0.0%	nt	4%
- Cc1ccc(Nc2ncnc(-n3cccc3)n2)cc1Cl
    -3%	0%	nt	nt	-1.6%	nt	14%
- COc1ccc(Cn2ccc(=O)c(Cc3c(Cl)cccc3Cl)c2C)cc1
    -10%	-5%	4%[0.0737 µM]	-12%[38.3 µM]	-1.8%	-2%	-15%[46.1 µM]
- CC1(C)Cc2c(c(-c3ccccc3)[nH]c(=O)c2C#N)CS1
    7%	-3%	0%	5%[38.3 µM]	-1.0%	3%	2%[46.1 µM]
- COC(=O)CN(c1cc(Cl)ccc1OC)S(=O)(=O)c1ccc(C)cc1
    6%	20%	nt	nt	-1.1%	nt	-33%
- CC(C(=O)NCC1(c2ccccc2)CCCC1)N1CCOCC1 (stereo not given)
    0%	-6%	4%	22%[38.3 µM]	-1.0%	-1%	-13%[46.1 µM]
- COc1ccc(C2CC(=O)N(CC(=O)NCC3CCCO3)c3ccccc3S2)cc1OC (stereo not given)
    -1%	4%	nt	7%	-0.1%	-2%	14%
- O=C(Nc1nn[nH]n1)c1cccc(Oc2ccccc2)c1
    -4%	4%	-8%	2%	0.0%	0%	-2%[46.1 µM]
- CCOC(=O)c1c(C)[nH]c(C(=O)COC(=O)CCC(=O)c2ccc3c(c2)OCCO3)c1C
    2%	0%	10%	16%[38.3 µM]	-3.2%	-2%	?
- Cc1nc(/N=C(\N)Nc2ccccc2)nc2ccccc12
    -19%	3%	3%	14%[38.3 µM]	-0.6%	-5%	3%[46.1 µM]
- CCOC(=O)C1=C(O)/C(=C/c2ccc(OCC(=O)O)c(OCC)c2)SC1=Nc1ccc(OC)cc1
    6%	0%	-7%	-4%	0.0%	-2%	-14%
- CNC(=O)c1cc(OCC(F)(F)F)ccc1OCC(F)(F)F
    -4%	7%	-8%[46 µM]	4%	0.1%	3%	9%
- Cn1c(N)c(C(=O)Nc2ccccc2F)sc1=S
    -8%	-4%	nt	nt	-0.3%	nt	-6%
- Cc1[nH]nc2c1C(c1ccco1)C(C#N)=C(N)O2 (stereo not given)
    -13%	11%	-23%[46 µM]	-2%	1.0%	-1%	16%
- COc1ccccc1CN1C[C@@H]2C[C@@H](c3cccc(O)c3)N3CCC[C@@]23C1=O
    -7%	-2%	nt	26%	11%	-1%	5%
- COc1ccc(S(=O)(=O)N(C)C)cc1NC(=O)COC(=O)c1nn(C)c(=O)c2ccccc12
    6%	0%	8%[46 µM]	7%	-0.9%	2%	6%
- O=C(/C=C/c1ccco1)NC(=S)Nc1cccc([N+](=O)[O-])c1
    2%	?	?	2%	-0.1%	-3%	-16%
- CN1C(=O)c2ccccc2C(C(=O)O)C1c1cccc([N+](=O)[O-])c1 (stereo not given)
    -4%	4%	nt	-12%	-0.4%	nt	10%
- COc1ccccc1C(=O)COC(=O)c1ccc(N(C)C)cc1
    3%	4%	-30%[46 µM]	12%	-2.5%	-4%	-17%
- Cc1ccccc1-c1ncc(CN2CCN(C3CCCCC3)C(CCO)C2)cn1 (stereo not given)
    17%	2%	nt	15%	1.1%	-1%	13%
- O=CN1CCN(C(C(=O)NC2CCCC2)c2cc3c(cc2[N+](=O)[O-])OCO3)CC1 (stereo not given)
    -11%	9%	nt	5%	-0.1%	1%	7%
- CC(=O)Nc1ccc(S(=O)(=O)NCc2cn3ccsc3n2)cc1
    1%	1%	2%	2%	-1.0%	-1%	14%
- CCOC(=O)CCN1C(=O)[C@H]2[C@H]3[C@H](O)[C@H](O)C/C(=N/OC/C=C(\C)CCC=C(C)C)[C@@H]3CC[C@@H]2C1=O
    7%[17.5 µM]	4%[13.1 µM]	nt	nt	1.1%[10.1 µM]	nt	nt
- CC(O)CNCCCOc1cccc(C(F)(F)F)c1 (stereo not given)
    11%	0%	nt	-5%	-2.3%	2%	13%
- COCCN(C(=O)c1cccc(OC)c1)c1nnc(-c2ccncc2)s1
    5%	-2%	4%	0%[38.3 µM]	-1.0%	2%	-8%[46.1 µM]
- COc1ccc(-c2c(C)oc3c(CN4CCCCC4C)c(O)ccc3c2=O)cc1OC (stereo not given)
    -17%	14%	-13%	22%[38.3 µM]	-0.8%	1%	-16%[46.1 µM]
- Cc1ccc(CCC(=O)Nc2ncc(Cc3cc(Cl)ccc3Cl)s2)o1
    1%	0%	?	12%	1.1%	-4%	-51%
- CCN1CCN(C(=S)c2ccc(Cl)cc2)CC1
    -10%	0%	30%	13%[38.3 µM]	-2.1%	-1%	-10%[46.1 µM]
- CCn1cc(C(=O)NCc2ccc(C)o2)c2cc(OC)c(OC)cc2c1=O
    30%	-2%	3%	-2%[38.3 µM]	-1.0%	-2%	-4%[46.1 µM]
- Clc1ccc(-c2nnc(N3CCOCC3)o2)cc1
    -2%	-2%	nt	nt	0.0%	nt	-12%
- CN(C)c1nc2n(c(=O)n1)CCS2
    -1%	1%	-5%	-22%[38.3 µM]	-0.5%	-5%	-11%[46.1 µM]
- Clc1ccc(OCCCCN2CCc3ccccc3C2)cc1
    0%	3%	?	14%	6.4%	0%	-11%
- S=c1[nH]nc(-c2ccccc2)n1/N=C/c1c[nH]c2ccccc12
    -4%	-3%	-10%	-2%	0.0%	2%	4%
- CCOC(=O)c1c(NCC(C)C)c2ccccc2[nH]c1=O
    -1%	7%	-12%	-9%[38.3 µM]	-1.6%	-4%	-15%[46.1 µM]
- COCCn1nnnc1C(c1ccccc1Cl)N1CCN(c2ccccc2OC)CC1 (stereo not given)
    4%	4%	?	14%[38.3 µM]	-5.8%	0%	-15%[46.1 µM]
- Cc1cccc(N2C(=O)CC(Sc3ccccc3C(=O)O)C2=O)c1 (stereo not given)
    0%	-3%	-10%	10%	2.1%	0%	26%
- COC(=O)c1sc(S(=O)(=O)Nc2ccc(Br)cc2)c(C(=O)OC)c1C
    4%	5%	?	-7%	-1.1%	0%	-2%
- CC(C)OC(=O)CSc1nc2cccnc2n1-c1ccc(F)cc1
    8%	2%	11%	-3%[38.3 µM]	-2.4%	-4%	-4%[46.1 µM]
- CCCCC(=O)NC(=S)Nc1cccc(Cl)c1N1CCCCC1
    -18%	10%	-3%	6%	0.0%	5%	?
- CCCCCN1C=CC(=C2C(=O)c3ccccc3C2=O)C=C1
    -9%	-1%	24%[46 µM]	-3%	0.0%	2.8µM*	-23%
- COC(=O)[C@@H](NC(=O)Nc1cc(Cl)ccc1C)C(C)C
    9%	3%	-12%	13%[38.3 µM]	-0.9%	-1%	?
- CCOC(=O)NC(Nc1nc2ccccc2s1)(C(=O)OCC)C(F)(F)F (stereo not given)
    -3%	2%	7%	-3%[38.3 µM]	-1.5%	12%	-25%[46.1 µM]
- CC(=O)c1c(C)[nH]c(C(=O)CSc2nc3ccccc3n2C)c1C
    -2%	-6%	?	nt	-1.0%	nt	-10%[46.1 µM]
- CN(C)/C=C/C(=O)c1cnc(-c2ccc(Cl)cc2)s1
    3%	-2%	-3%[9.22 µM]	-1%	-1.1%	-8%	-17%
- CCn1nnnc1SCC(=O)N1CCN(c2ccccc2)CC1
    15%	-4%	nt	nt	1.2%	nt	8%
- O=c1c2ccccc2c(C=NCCO)c(O)n1-c1ccccc1
    -4%	7%	-5%	34%[38.3 µM]	1.5%	4%	-5%[46.1 µM]
- CCSc1nc2c(c(=O)[nH]1)C(C(C)C)C(C#N)=C(N)O2 (stereo not given)
    11%	-4%	-3%	3%[38.3 µM]	-1.4%	-3%	0%[46.1 µM]
- CC(CN(C)Cc1ccccc1)OC(=O)c1cccs1 (stereo not given)
    5%	9%	-2%	19%	-1.0%	0%	-17%
- C=CCOc1ccc(/C(O)=C2\C(=O)C(=O)N(CCCOC)C2c2ccc(O)c(OC)c2)cc1 (stereo not given)
    -18%	4%	15%	6%[38.3 µM]	0.0%	-4%	-9%[46.1 µM]
- NNC(=O)c1sc2cc(C(F)(F)F)cnc2c1-c1ccccn1
    -2%	25%	nt	-2%	-1.2%	nt	-18%
- CC(C)CN1CCC2(CC1)CCN(C(=O)c1cc(C(F)(F)F)cc(C(F)(F)F)c1)CC2
    -15%	nt	nt	27%	nt	1%	nt
- CCn1c(O)c(N=NC(=O)C(O)c2ccccc2)c2ccccc21 (stereo not given)
    -3%	1%	nt	nt	0.1%	nt	-16%
- COc1ccccc1C(=O)Nc1nnc(-c2ccc3c(c2)CCCC3)o1
    -2%	-3%	-25%	7%[38.3 µM]	2.9%	2%	-12%[46.1 µM]
- CC(C)CCNC(=O)c1onc(CSc2ccncc2)c1C(=O)NCCC(C)C
    1%	4%	nt	nt	-3.2%	nt	-33%
- Cc1ccc(NC(=O)COC(=O)Cc2ccsc2)c(C)c1
    4%	4%	nt	-6%	-1.3%	-2%	22%
- Cc1cc2c3c(c1C)C1(C(=O)N3C(C)(C)CC2C)C(C#N)=C(N)Oc2cc(O)ccc21 (stereo not given)
    -2%	-11%	?	37%[38.3 µM]	0.0%	-3%	?
- CC(OC(=O)c1ccc(NS(=O)(=O)c2ccc3[nH]c(=O)[nH]c3c2)cc1)C(=O)Nc1cccc(Cl)c1Cl (stereo not given)
    -1%	7%	nt	nt	-1.1%	nt	-9%
- COC(=O)c1ccc(CSc2nnc(-c3ccncc3)o2)o1
    1%	-3%	-11%	5%[38.3 µM]	1.9%	-4%	-2%[7.67 µM]
- CCOC(=O)/C(=N/Nc1ccccc1OC)N1CCCc2ccccc21
    3%	1%	nt	nt	0.2%	nt	?
